N370S GC – qHTS Assay for Inhibitors and Activators of N370S glucocerebrosidase as a Potential Chaperone Treatment of Gaucher Disease | Lysosomal acid glucosylceramidase (Homo sapiens), P04062 | N370S GC spleen homogenate, 4MU-glucoside fluorescence | Potency, µM (series often up to 59.4 µM), inactives show top-dose activity change, negative = inhibition, actives largely listed as inhibitors | hit rate 0.092% among 330,000 | AID 2101, 2009;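 further: 0% = full enzyme activity and -100% = no enzyme basal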
FEN1 inhibitor – qHTS Assay for the Inhibitors of Human Flap endonuclease 1 (FEN1) | P39748 | Recombinant FEN1 flap cleavage, fluorescence, 15 min | Potency, µM (top dose mostly 114 µM), inactives show at the highest dose activity change, negative = inhibition, usual class: inhibitors | hit rate 0.35% among 390,000 | AID 588795, 2011; further: nearly all actives have a fitted effect of over 65% in size
Target sequence (P39748 whole entry, looked up): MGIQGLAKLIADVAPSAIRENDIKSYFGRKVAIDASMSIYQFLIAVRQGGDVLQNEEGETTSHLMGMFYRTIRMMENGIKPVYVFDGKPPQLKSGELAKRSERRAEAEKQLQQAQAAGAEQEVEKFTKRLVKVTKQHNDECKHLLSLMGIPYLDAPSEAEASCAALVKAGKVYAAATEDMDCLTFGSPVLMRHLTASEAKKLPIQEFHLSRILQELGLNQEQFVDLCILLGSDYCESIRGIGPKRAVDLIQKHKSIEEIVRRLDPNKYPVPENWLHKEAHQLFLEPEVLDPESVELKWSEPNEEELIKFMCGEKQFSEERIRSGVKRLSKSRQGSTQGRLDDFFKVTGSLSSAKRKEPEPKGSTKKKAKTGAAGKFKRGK
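Compounds are tested as a concentration series against 10 nM FEN1; after a 15 min room-temperature preincubation, 50 nM substrate starts cleavage, with plate reads at 0 and 15 min. Normalized responses are fitted by a Hill equation.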
GCN5L2 inh – qHTS Assay for Inhibitors of GCN5L2 | Histone acetyltransferase KAT2A (Homo sapiens), Q92830 | GCN5L2 HAT assay, ThioGlo1 CoA-SH fluorescence | Potency, µM (highest dose often 58.9 µM), for inactives: at the top dose activity change, negative = inhibition, most hits filed as inhibitors | hit rate 0.21% among 390,000 | AID 504327, 2011
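Titration-based screen in which CoA formation is detected via maleimide probe ThioGlo1 (50uM) turning fluorescent on thiol reaction; substrates H3(1-25) 75uM and acetyl-CoA 70uM, GCN5L2 20nM, 20 min incubation at room temperature.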
The depositor's hits bear a star; ? = inconclusive; / = no result given; & = joins results of further samples; [ ] = remark or other dose. The call rests on the fitted dose curve; in most records, active means well fitted curve in the direction sought with a large enough effect; inconclusive means small, poorly fitted or top-dose-only effect, or another doubt; inactive means no such curve, though single readings can be large; an effect the other way counts as inactive or inconclusive. Unless noted, on the % scale 0 is the no-effect control and ±100 the full control effect; potency means the concentration at half of the fitted maximal effect.

SMILES | N370S GC | FEN1 inhibitor | GCN5L2 inh
CN(C)S(=O)(=O)Nc1ccccc1C(N)=O | 2% | -1% | -1%
C/C(=N\Nc1ccc(S(=O)(=O)Nc2ccccc2)cc1[N+](=O)[O-])c1ccncc1 | -1% | / | -7%
O=C(Nc1cc2c(cc1Br)OCCO2)c1cccnc1 | -1% | -3% | ?
Cc1ccc(C(CC(=O)N2CCCC2)c2ccccc2)c(O)c1C (stereo not drawn) | 10% | -8% | -18%
CCOC(=O)C1CCN(C(=O)/C=C/c2ccc3c(c2)OCO3)CC1 | 1% | 9% | -4%
O=C(COC(=O)COc1ccc(Cl)cc1)Nc1ccc(N2CCOCC2)cc1 | 4% | -19% | 0%
CCN(CC)S(=O)(=O)c1ccc(/C=C/C(=O)Nc2c(C)n(C)n(-c3ccccc3)c2=O)cc1 | 4% | -2% | -5%
COc1ccc2cc(CN(CC3CCCO3)C(=S)NCc3ccco3)c(=O)[nH]c2c1 (stereo not drawn) | 12% | 12% | -5%
CCc1ccccc1NC(=O)COc1cccc(-n2cnnn2)c1 | -2% | -3% | -7%
COc1cc(/C=C/c2nc(C#N)c(N3CCC(C)CC3)o2)cc(OC)c1OC | / | -2% | -17%
Cc1ccc(NCC(=O)N/N=C\c2ccc[nH]2)cc1 | 1% | 12% | -4%
CCn1nc(C)c(/C=C2\CCCC3=C2OC(N)=C(C#N)C3c2c(C)nn(CC)c2C)c1C (stereo not drawn) | 1% | / | 0%
O=C(NCCN1CCOCC1)/C(=C\c1ccc(Br)cc1)NC(=O)c1cccs1 | 7% | 9% | 0%
CCC(C)(C(=O)NC1CCCCC1)N(Cc1ccco1)C(=O)CC1NC(=O)NC1=O (stereo not drawn) | 1% | -6% | 0%
CC(=O)NC(c1ccc(F)cc1)c1cccnc1 (stereo not drawn) | 18% | -14% | 0%
Cc1cccc(NC(=O)Nc2ccc(S(=O)(=O)Nc3onc(C)c3C)cc2)c1 | / | -8% | -2%
COc1cc(/C=C/CN2CCN(Cc3ccc(C)o3)C(CCO)C2)ccc1O (stereo not drawn) | -6% | 0% | 1%
O=[N+]([O-])c1c(Nc2ccc(O)cc2)cc(Cl)c2nonc12 | -24% | ? | 1%
COc1ccc(Cc2noc(CN3CCCC(C(=O)c4cccs4)C3)n2)cc1OC (stereo not drawn) | 7% | -5% | -20%
O=C(NCc1ccccc1)Nc1cc(Cl)ccc1Cl | -2% | -7% | 2%
COc1ccc(-n2nc(C(=O)NCC(=O)Nc3ccccn3)c3ccccc3c2=O)cc1Cl | 2% | -15% | -14%
Cc1ccc(C)c(NC(=S)N/N=C2/CCCCc3ccccc32)c1 | -15% | -11% | -9%
CCN1CCN(c2ccc(S(=O)(=O)N3CCCCC3)cc2NC(=O)Cc2ccccc2)CC1 | -16% | 5% | -3%
O=C(CSc1nnc(-c2cccnc2)n1Cc1ccco1)Nc1cccc(O)c1 | -12% | 0% | -4%
Cc1cccc(NC(=O)C(=O)NCCCc2ccccc2)c1 | 2% | / | -3%
CC(C)C(=O)Nc1cccc(-c2cn3ccccc3n2)c1 | ? | 1% | -4%
CC1CCN(c2ccc(NC(=S)NC(=O)c3ccc(-c4cccc([N+](=O)[O-])c4)o3)cc2)CC1 | -2% | -7% | ?
Cc1cc(=O)oc2cc(OCC(=O)Nc3ccccc3C(=O)O)ccc12 | 1% | -3% | -1%
CCOC(=O)c1ccc(N2C(=O)c3n[nH]c(-c4ccco4)c3C2c2ccc(C(=O)OC)cc2)cc1 (stereo not drawn) | / | -8% | -10%
C=CCSc1nnc2c(n1)OC(c1ccco1)Nc1ccccc1-2 (stereo not drawn) | 1% | 5% | -2%
CCOc1cc(NC(=S)NCC(C)C)c(OCC)cc1NC(=O)c1cccs1 | 4% | -3% | -9%
Cc1ccc(S(=O)(=O)NCC(c2ccco2)N2CCN(c3ccccc3F)CC2)cc1 (stereo not drawn) | / | -7% | -6%
COc1cccc(C(=O)N2CCN(C(=O)c3cccc4ccccc34)CC2)c1OC | 9% | 3% | -3%
CCc1cccc(C)c1NC(=O)c1ccc2c(c1)CCN2S(=O)(=O)c1ccc(Cl)cc1 | / | -10% | -11%
O=C(Cc1ccccc1)Nc1ccccc1Oc1ccccc1 | 10% | -6% | -5%
O=C(Oc1ccccc1-c1nnco1)c1ccc(Cl)cc1 | -3% | 2% | -4%
O=S(=O)(c1cccc2nsnc12)N1CCCCC1 | 7% | 15% | -4%
Cc1ccc(CN2CCN(Cc3cn(C)nc3C)CC2CCO)o1 (stereo not drawn) | -1% | -2% | -10%
COc1ccc(Nc2nc(-c3cccs3)cs2)c(OC)c1 | -1% | -3% | -4%
COc1ccccc1S(=O)(=O)Nc1ccc2cn[nH]c2c1 | 4% | -2% | -3%
COC(=O)C1=C(C)N(c2ccc(OC)cc2)C(C)=C(C(=O)OC)C1c1ccccc1 | 28% | ? | -10%
c1coc(-c2ccnc(-c3ccncc3)n2)c1 | 3% | -7% | -23%
Cc1cccn2c(/C=N/OCc3ccc(F)cc3)c(-c3ccc(Cl)cc3)nc12 | / | -10% | -10%
CN(C)C(=O)c1ccc(-c2nc(NCc3cccs3)c3ccccc3n2)cc1 | -19% | / | -10%
O=C1NN(c2ccccc2)C(=O)/C1=C\c1ccccc1 | -18% | -19% | -11%
CC1CC(C)CN(C(=O)COc2cccnc2[N+](=O)[O-])C1 (stereo not drawn) | / | -9% | -4%
COc1ccc(-c2c(C#N)c(SCc3c(C)noc3C)nc3c2C(=O)CC(C)(C)C3)cc1 | -1% | 4% | -2%
Cc1cc(C(=O)CCC(=O)N2CCN(S(=O)(=O)c3cccs3)CC2)c(C)s1 | 2% | -3% | -4%
CCCC(=O)Nc1cc(C(=O)O)ccc1S(=O)(=O)c1ccc(C)cc1 | -17% | 7% | -8%
Cc1ccc2c(C)c(C(=O)N(Cc3ccc(N(C)C)cc3)Cc3ccco3)oc2c1C | / | 9% | -6%
NS(=O)(=O)c1cccc(NC(=O)CN2CCc3ccccc32)c1 | -3% | 1% | -14%
COc1ccc(C(=O)N/N=C/c2ccc(N3CCOCC3)o2)cc1OC | -6% | -15% | -24%
CC(C)CC(=O)C1=C(O)C(=O)N(Cc2ccccc2)C1c1ccccc1 (stereo not drawn) | -7% | ? | -20%
CCN(CC(=O)Nc1c(F)cccc1F)C(=O)CNC(=O)c1cccc(C)c1 | -3% | 38%[activator] | 3%
CC(C)Oc1ccc(CCC(=O)N/N=C/c2ccncc2)cc1 | -6% | 10% | -4%
CC(CCc1ccc(O)cc1)NC1C2CC3CC(C2)CC1C3 (stereo not drawn) | -7% | 7% | 0%
Cc1ccccc1Cn1c(=O)n(CCCC(=O)NCc2ccco2)c(=O)c2sccc21 | 2%[12.8 µM] | -2% | -6%
Cc1ccccc1-c1ccc(Nc2ccc(C(=O)N3CCOCC3)cc2)nn1 | 8% | 5% | -11%
CCOc1ccccc1NC(=O)C(=O)/C=C(\O)c1cc(OC)ccc1OC | 1% | ? | 4%[0.501 µM]
Cc1cc(C)c(NC(=O)c2cc(S(=O)(=O)N3CCCC3)cn2C)c(C)c1 | / | 20% | -1%

(next part)
SMILES | N370S GC | FEN1 inhibitor | GCN5L2 inh
O=C(Nc1ccc(Br)cc1)C1CCCN1S(=O)(=O)c1cccs1 (stereo not drawn) | 1% | -9% | 0%
CCn1c(SCC(N)=O)nc2cc(S(=O)(=O)N3CCOCC3)ccc21 | 9% | 3% | -10%
CCCNC(=O)c1oc2ccc3c(c2c1C)C(O)CC(C)(C)O3 (stereo not drawn) | 0% | 6% | -19%
CCN(Cc1ccccc1)C(=O)CN1C(=O)COc2ccc(S(=O)(=O)N3CCCCCC3)cc21 | -5% | -25%&8% | -5%&0%
O=C(N[C@@H](Cc1c[nH]c2ccccc12)C(=O)O)C1CCN(S(=O)(=O)c2ccc(Cl)cc2)CC1 | -2% | 4% | -3%
Cc1ccc(Nc2ccccc2N)cc1 | -4% | -3% | 2%
OCCNc1nc(NCc2ccccc2)c2ccccc2n1 | ? | 2% | 3%
CC(C)N(C(=O)[C@H]1C[C@H](CC(=O)NCCN2CCOCC2)C(=O)N2CCc3c([nH]c4cc(-c5ccco5)ccc34)[C@]12C)C(C)C | / | -6% | -1%
CCC1(C)Cc2ccccc2-c2nc3n(c(=O)c21)CCCCC3 (stereo not drawn) | 15% | -2% | -5%
Cc1ccc(C)c(NC(=O)Cc2nc(CCl)cs2)c1 | -2% | 1% | -2%
Cc1nc(C)c(C(=O)NNS(=O)(=O)c2ccc3ccccc3c2)s1 | 1% | 2% | -2%
CCCC(=O)N1CCN(c2nc3ccccc3s2)CC1 | 1% | 15% | -7%
CCc1ccc(C2=NN(CCC(=O)NC(C)CCc3ccccc3)C(=O)CC2)cc1 (stereo not drawn) | 3% | -18% | -6%
O=[N+]([O-])c1cccc(S(=O)(=O)NCc2ccncc2)c1 | -4% | -2% | -1%
Cc1nnc(Nc2ccccc2F)s1 | 6% | 25% | -18%
CCn1cc(S(=O)(=O)c2ccccc2)c(=O)c2cc(C)ccc21 | / | 17% | -7%
O=C(CCN1C(=O)C2C3C=CC(C3)C2C1=O)NCCc1ccccc1Cl (stereo not drawn) | 6% | -1% | 0%
O=C(NC(=O)c1cccc(OC(F)(F)C(F)F)c1)OC1CCS(=O)(=O)C1 (stereo not drawn) | -2% | -12% | -2%
CCOc1ccc(C(=O)/C=C/c2ccc(SC)cc2)cc1 | 2% | -18% | -7%
CCCn1c(N)c(C(=O)CN(C)CC(=O)Nc2cccc(F)c2)c(=O)[nH]c1=O | / | -8% | 3%

Some of the entries above in a different format.
O=C(Nc1ccc(Br)cc1)C1CCCN1S(=O)(=O)c1cccs1 (stereo not drawn)
  N370S GC: 1%; FEN1 inhibitor: -9%; GCN5L2 inh: 0%

Cc1ccc(C)c(NC(=O)Cc2nc(CCl)cs2)c1
  N370S GC: -2%; FEN1 inhibitor: 1%; GCN5L2 inh: -2%

CC(C)N(C(=O)[C@H]1C[C@H](CC(=O)NCCN2CCOCC2)C(=O)N2CCc3c([nH]c4cc(-c5ccco5)ccc34)[C@]12C)C(C)C
  N370S GC: /; FEN1 inhibitor: -6%; GCN5L2 inh: -1%

Further compounds follow.
SMILES | N370S GC | FEN1 inhibitor | GCN5L2 inh
CC(=O)c1c(NCCc2ccccc2)cc(C)oc1=O | 18% | -1% | 2%
O=C(CSc1ccccc1)Nc1nnc(COc2ccc(Cl)cc2)s1 | 0% | -8% | ?
c1cncc(Nc2nc(-c3ccncc3)cs2)c1 | 1% | -22% | -7%
CC1=C(C(=O)c2ccccc2)C(c2ccc(OC(F)F)cc2)NC(=S)N1 (stereo not drawn) | -18% | -10% | -14%
Cc1nnc(SCc2cc([N+](=O)[O-])cc3c2OCOC3)[nH]c1=O | -9% | 13% | -2%
CN(CC(=O)Nc1ccc(F)c(F)c1F)C(=O)c1ccc(N2CCCC2=O)cc1 | / | 10% | 1%
O=C(CCCOc1ccc(Cl)cc1)Nc1cccc(C(=O)O)c1 | -18% | 3% | -13%

Copied from the results shown, six compounds:
SMILES | N370S GC | FEN1 inhibitor | GCN5L2 inh
CCOc1ccc(C(=O)/C=C/c2ccc(SC)cc2)cc1 | 2% | -18% | -7%
CCCn1c(N)c(C(=O)CN(C)CC(=O)Nc2cccc(F)c2)c(=O)[nH]c1=O | / | -8% | 3%
CC(=O)c1c(NCCc2ccccc2)cc(C)oc1=O | 18% | -1% | 2%
O=C(CSc1ccccc1)Nc1nnc(COc2ccc(Cl)cc2)s1 | 0% | -8% | ?
c1cncc(Nc2nc(-c3ccncc3)cs2)c1 | 1% | -22% | -7%
CC1=C(C(=O)c2ccccc2)C(c2ccc(OC(F)F)cc2)NC(=S)N1 (stereo not drawn) | -18% | -10% | -14%

Hits appear at their usual frequency; any-hit rate near 0.54%.
